SMARCA2 activ: increases SMARCA2 function in MMTV reporter cells; AID 652017; activation, % at 9.1 µM; MG213 cells, MMTV-luciferase reporter, dexamethasone, overnight; 370,000 compounds, 1% hits; in the data active means activation above about 7.8%;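 further: 0% = vehicle wells and 100% = reference activator wells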
NPR2 activator: GC-B (human) receptor activation; activation, % at 10 µM; 370,000 compounds, 0.11% hits; P20594; HEK293-GC-B cells, CNP EC30, cGMP TR-FRET; 0% at EC30 CNP, 100% saturating CNP; AID 1920062;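 active means activation at 10 µM reaching about 35% in either raw or pattern-adjusted values, limit read from the data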
GC-A act: GC-A (human) enzyme activation; HEK293 GC-A cells, cGMP TR-FRET, EC30 ANP; 0% at EC30 ANP, 100% saturating ANP; P16066; activation, % at 10 µM; 370,000 compounds, 0.14% hits; in the data active means activation above about 40%
Target sequence (P16066 whole entry, looked up): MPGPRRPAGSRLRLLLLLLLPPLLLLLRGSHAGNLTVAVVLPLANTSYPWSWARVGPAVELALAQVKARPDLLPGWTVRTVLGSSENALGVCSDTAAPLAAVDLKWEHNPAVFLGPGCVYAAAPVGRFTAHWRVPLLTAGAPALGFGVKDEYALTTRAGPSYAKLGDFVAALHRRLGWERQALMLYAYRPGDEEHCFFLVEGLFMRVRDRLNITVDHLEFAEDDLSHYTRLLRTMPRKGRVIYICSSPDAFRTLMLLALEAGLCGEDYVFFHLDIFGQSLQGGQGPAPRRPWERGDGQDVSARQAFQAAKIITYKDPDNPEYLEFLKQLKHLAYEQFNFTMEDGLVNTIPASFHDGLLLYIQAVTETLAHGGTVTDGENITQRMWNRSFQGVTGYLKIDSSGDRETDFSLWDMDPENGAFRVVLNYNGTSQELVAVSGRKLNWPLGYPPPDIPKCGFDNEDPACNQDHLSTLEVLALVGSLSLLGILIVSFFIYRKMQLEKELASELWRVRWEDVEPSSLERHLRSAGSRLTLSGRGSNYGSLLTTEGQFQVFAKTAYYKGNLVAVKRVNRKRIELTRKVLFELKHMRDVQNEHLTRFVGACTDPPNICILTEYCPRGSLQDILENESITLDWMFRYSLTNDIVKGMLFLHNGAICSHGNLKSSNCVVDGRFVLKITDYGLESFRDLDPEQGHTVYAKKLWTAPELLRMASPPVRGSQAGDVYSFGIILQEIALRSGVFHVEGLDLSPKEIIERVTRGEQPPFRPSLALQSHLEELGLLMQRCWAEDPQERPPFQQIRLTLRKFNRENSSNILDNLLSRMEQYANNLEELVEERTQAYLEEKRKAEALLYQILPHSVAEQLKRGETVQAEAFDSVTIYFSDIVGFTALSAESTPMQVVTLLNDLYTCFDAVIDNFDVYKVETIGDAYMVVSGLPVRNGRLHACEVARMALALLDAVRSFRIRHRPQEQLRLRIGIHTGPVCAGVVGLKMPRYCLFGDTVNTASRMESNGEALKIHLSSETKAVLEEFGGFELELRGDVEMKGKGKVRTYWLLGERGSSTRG
KLK7 zymogen act: activators of human kallikrein-7 zymogen. activation, % at 7 µM. purified proKLK7, EDANS-DABCYL substrate fluorescence; 100% is mature enzyme control, 0% vehicle. 370,000 compounds, 0.9% hits;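 active means activation above the mean of all tested compounds plus 3 SD, computed per campaign excluding outliers beyond control limits, cut at about 13% in these data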
GAA850 FXN act: increases GAA850 frataxin promoter reporter activity; AID 540364; 360,000 compounds, 0.56% hits; HEK293 lucGAA850 FXN promoter luciferase reporter, 24 h; percent of 10 µM SAHA response; activation, % at 6 µM;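 active means activation above the average of all compounds screened plus 3 SD, cutoff fixed separately per campaign, cut at about 7.5% in these data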;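 further: 0% = DMSO wells and 100% = 10 µM SAHA wells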
DAX1 inh-1: NR0B1 (DAX1) inhibition; P51843; HEK293 Gal4-DAX1 luciferase reporter, luminescence; inhibition, % at 6.75 µM; 340,000 compounds, 0.99% hits; AID 504766;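 active means inhibition above the mean over all tested compounds plus 3 SD, cut at about 4.2% in these data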;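 further: 0% = DAX1-transfected cells with DMSO and 100% = empty-vector control cells with DMSO; inhibition shows as a rise in luminescence from relieved DAX1 repression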
sPLA2-III inh: Inhibits HGIII-sPLA2 liposome hydrolysis, primary screen | 370,000 compounds, 0.56% hits | QFRET BODIPY PC-A2 liposome hydrolysis, fluorescence | inhibition, % at 12.2 µM | Q9NZ20;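 active means inhibition above mean plus 3 SD of compounds lying within the high and low control bounds, cut at about 19% in these data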;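 further: 0% = median of test compound wells and 100% = no enzyme DMSO wells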
DAX1 inh-2: DAX1 (NR0B1) inhibition, primary screen; AID 652010; inhibition, % at 6.8 µM; HEK293T StAR-luciferase reporter, SF-1/DAX-1 repression relief; 370,000 compounds, 1.1% hits;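 active means inhibition above the mean over all tested compounds plus 3 SD, cut at about 3.6% in these data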;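 further: 0% = DAX-1 cells with DMSO and 100% = cells lacking DAX-1 with DMSO; higher inhibition means more luminescence from relief of DAX-1 repression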
hcDAF12 agonist: H. contortus DAF-12 activation, primary screen; HEK293 hcDAF-12 lit1-tk-luc reporter, luminescence; 0% DMSO, 100% Δ7-dafachronic acid; activation, % at 6.8 µM; 370,000 compounds, 1.4% hits;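 active means activation above the mean of all tested compounds plus 3 SD, cut at about 5.5% in these data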;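 further: 100% = response to 3 µM Δ7-dafachronic acid high control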
hgDAF-12 ag: agonists of H. glycines DAF-12 nuclear receptor. HEK293 GAL4-hgDAF12 UAS-luciferase reporter, agonist luminescence; normalized to butyrate control. activation, % at 6.8 µM. 370,000 compounds, 1.8% hits;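 active means activation above a cutoff set at the mean of all screened compounds plus 3 SD, cut at about 10% in these data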;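 further: 0% = DMSO wells and 100% = sodium butyrate wells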
ssDAF-12 act: activates DAF-12 receptor from parasite S. stercoralis. HEK293 ssDAF-12/GRIP1 lit1-tk-luc reporter, luminescence; % of 3 µM dafachronic acid response. activation, % at 6.8 µM. 370,000 compounds, 1% hits;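 active means activation above the mean over all tested compounds plus 3 SD, cut at about 0.9% in these data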;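 further: 0% = DMSO-only wells and 100% = 3 µM delta7-dafachronic acid wells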
Starred values were filed as active, the others as inactive; . = no result given.

SMILES	SMARCA2 activ	NPR2 activator	GC-A act	KLK7 zymogen act	GAA850 FXN act	DAX1 inh-1	sPLA2-III inh	DAX1 inh-2	hcDAF12 agonist	hgDAF-12 ag	ssDAF-12 act
CN1C[C@@H]2[C@@H]3C(=O)N(Cc4ccccc4)C(=O)[C@@H]3[C@](Cc3ccccc3)(C1=O)N2C(=O)c1ccc(C(C)(C)C)cc1	-2	-2	6	0.2	1.9	1.3	-25	-0.9	-1.4	-3.2	-1.5
CCOC(=O)C1CCCN(C(c2ccccn2)c2c(C)[nH]c3ccccc23)C1 (stereo not given)	-4	-2	-32	0.9	1.2	2.4	5	0.2	-0.7	-3.0	0.4
NNc1nc2c(-c3ccc(F)cc3)nnn2c2ccccc12	7	5	12	-1.0	6.2	2.0	14	1.5	6.4*	10*	1.3*
O=C(c1cc(F)cc(F)c1)N1CCCC(c2nc(-c3cccs3)no2)C1 (stereo not given)	-3	-5	0	-0.7	.	.	4	0.0	-1.0	0.7	-0.7
COc1ccccc1-n1c(SCC(=O)O)nc2c(sc(=S)n2-c2ccc(C)c(C)c2)c1=O	-2	2	0	0.4	0.1	0.4	-13	0.0	1.4	-1.4	-0.9
COc1ccc(CN2C(=O)CS/C2=N/N=C/c2ccccc2)cc1	0	9	4	0.5	2.8	.	1	0.4	-1.8	-0.4	-0.7
Cc1ccc(-n2ncc3c2CC(C)(C)CC3NC(=O)C2CCOCC2)cc1 (stereo not given)	-1	1	5	0.0	-0.3	0.7	8	0.5	-0.1	-0.6	-0.8
CCOc1ccc(NC(=O)n2ncc3c(C)cccc32)cc1	0	6	18	-0.4	7.0	1.8	5	0.6	-1.7	0.4	-0.9
Cc1cc(=O)n2nc(N3CCCC(C(=O)NC4CCCCC4C)C3)sc2n1 (stereo not given)	1	1	1	-0.1	-0.6	0.8	1	0.3	-2.0	-1.0	-0.9
COc1ccc2c(c1)[C@H]1[C@H](CO2)[C@H](c2ccccc2)[C@@]2(C)C(=O)N[C@H](C)C(=O)N12	-2	-1	2	-0.2	2.1	1.0	7	1.1	-1.5	0.4	-0.8
O=[N+]([O-])c1ccc(N2CCN(Cc3ccccc3)CC2)c(S(=O)(=O)N2CCOCC2)c1	3	-3	-1	0.2	-2.0	0.2	-1	0.2	-1.9	-0.3	-1.0
COCCCNS(=O)(=O)c1ccc(C)cc1	-6	3	-4	-0.7	1.8	0.7	7	-0.4	-1.5	-1.5	-1.4
Clc1ccc(CSc2nnnn2-c2ccc3c(c2)OCO3)c(Cl)c1	3	3	-2	0.8	3.3	0.5	-2	-0.2	-1.2	2.0	-1.4
CNc1ncnc2c1ncn2[C@H]1CN(Cc2ccccc2)C[C@@H](CO)O1	-2	-3	2	0.0	1.8	.	-3	0.3	-1.2	-0.8	-1.4
Nc1[nH]c(C(=O)c2ccccc2)c(-c2ccccc2Cl)c1C(=O)c1ccccc1	-2	3	-3	-8.3	.	.	3	-1.2	-2.2	0.2	-1.5
O=C1NC2(CCCCC2)C(=O)N1CCS(=O)(=O)Oc1ccccc1	-1	3	0	0.0	-1.6	-1.1	3	0.0	0.2	1.0	-0.7
CCC1C(=O)CC(c2ccc([N+](=O)[O-])cc2)NC1c1ccc([N+](=O)[O-])cc1 (stereo not given)	-2	9	-4	0.5	-0.2	-0.7	-5	0.3	-1.3	4.3	-1.5
Oc1ccc(Cl)cc1/C=N/c1nc2ccccc2[nH]1	1	1	3	-0.1	3.9	3.9	-4	0.7	6.0*	3.2	-0.1
O=C1CC(N2CCN(c3ccccc3)CC2)C(=O)N1c1ccc2c(c1)OCO2 (stereo not given)	-1	-1	2	0.4	3.1	2.9	1	-0.3	-0.5	-0.8	-0.4
O=C(NCC1CCCO1)c1cc2n(n1)C(C(F)(F)F)CC(c1ccc(F)cc1)N2 (stereo not given)	-1	-3	-2	0.9	-1.1	1.2	-2	-0.9	-0.1	-3.0	-1.3
O=C(COC(=O)Cc1ccc(Br)cc1)Nc1c(F)c(F)c(F)c(F)c1F	1	1	1	0.0	-1.0	-0.5	-13	0.2	-0.9	-1.4	-0.5
Cn1c(SCc2ccccc2)nnc1-c1c[nH]c2ccccc12	2	2	-2	0.0	1.4	0.7	5	1.9	0.1	6.1	-1.4
O=C1CC(N2CCC(O)CC2)C(=O)N1c1ccc(Br)cc1 (stereo not given)	1	9	1	-0.5	-1.1	-1.1	6	-0.5	-0.8	-0.1	-1.0
Cc1cccc(C)c1OCC(=O)Nc1ccc2c(c1)OCCO2	6	7	1	0.1	-1.8	0.9	6	1.1	1.2	3.6	-0.5
Cc1ccc(N(C(=O)c2csnn2)C(C(=O)NC2CCCCC2)c2ccco2)cc1 (stereo not given)	-2	6	-6	-0.1	2.7	-1.5	-2	-0.3	1.2	0.8	-0.3
COc1ccccc1OCC(=O)N1CCN(C(=O)COc2ccccc2OC)CC1	-2	2	4	0.4	1.1	-0.2	-8	0.1	-0.8	1.4	-0.8
CC(C)c1ccc(Nc2ncc3c(n2)CCN(C(=O)NC2CCCCC2)C3)cc1	1	4	-1	0.0	-1.2	.	-3	-0.8	-1.6	-2.4	-1.7
Cc1ccc(C(=O)N2CCN(c3ccc(NC(=S)NC(=O)Cc4ccccc4)cc3)CC2)cc1	-6	0	1	-0.7	-3.0	-2.2	-4	-1.8	-2.4	-3.5	-1.9
Cc1cccc(C(=O)Oc2ccc(/C=N/NC(=O)Cc3ccc([N+](=O)[O-])cc3)cc2)c1	-3	-7	-4	0.0	3.3	0.4	3	-0.1	-1.1	-2.4	-0.8
C=CC[C@@H](Cc1ccc(F)cc1)C(=O)OC[C@@H]1CCCN1C(=O)[C@@H](CC=C)CC(=O)N[C@@H](CO)Cc1ccccc1	-2	-5	-5	1.1	-1.7	0.1	-16	0.2	-2.9	-2.9	-1.4
S=C(NCCC(c1ccccc1)c1ccccc1)Nc1ccc(Cl)cc1	-4	5	-4	-0.4	0.7	-0.3	-18	-0.7	-1.5	-0.2	-1.1
COc1cccc(Cn2c3ccc(NC(=O)CCc4ccc(F)cc4)cc3c(=O)n2C)c1	-2	4	4	6.9	-2.0	.	-9	-2.6	-2.1	-6.8	-0.9
Cc1ccc(C)c(NC(=S)N(C)C)c1	-5	5	0	0.1	0.0	2.8	-5	-0.5	-1.1	-2.5	-1.3
COc1cccc(OCc2cc(C(=O)N(C)C3CCCCC3)no2)c1	7	4	-1	-0.2	3.8	2.1	-4	1.0	3.4	8.8	-0.2
CC(=O)N1CCN(Cc2nc3cc(NC(=O)c4cccs4)ccc3n2C)CC1	4	-2	4	0.7	1.1	-0.4	2	-0.3	1.5	1.7	-0.1
CCN(CCCNC(=O)CC(C(=O)N1CCc2ccccc21)n1ccnc1)c1ccccc1 (stereo not given)	-6	-1	-2	0.6	-2.2	-0.3	-13	-0.4	-0.8	-0.7	-1.9
Cc1noc(C)c1CSCC(=O)N(C)CC(=O)Nc1cccc(F)c1	5	1	-1	0.4	0.6	-0.4	4	-2.5	-2.4	5.5	-0.9
CCc1ccc(-c2nc(CSCC(=O)NC3CC3)c(C)o2)cc1	-4	1	1	-0.5	-13	-0.3	-4	-0.7	-4.5	-5.5	-2.2
Cn1c(=N)c(S(=O)(=O)c2ccc(F)cc2)cc2c(=O)n3ccccc3nc21	-3	-8	9	2.5	-1.7	0.8	2	0.0	-0.7	2.0	-0.5
COc1ccc(-c2noc(CCCC(=O)NC3CCCC3)n2)cc1	-6	-4	-1	-0.1	-5.9	-2.1	3	-1.4	-7.2	-11	-2.4
Cc1nn(Cc2c(Cl)cccc2Cl)c(Cl)c1/C=N/NC(=O)c1cccnc1	1	6	4	-1.9	3.8	-2.8	11	0.2	-0.5	1.2	-1.4
COc1ccccc1Oc1ccnc2cc(Cl)ccc12	-1	-5	-8	-0.4	-0.3	1.1	-6	-0.3	-2.9	-2.8	-1.0
CCCC(=O)C1=C(N2CCCC2)CC(C)(C)C(C(=O)OC)C1=O (stereo not given)	-3	9	5	0.1	0.7	3.1	5	0.1	-0.3	0.4	-1.6
CCC(Oc1ccc(C)cc1)C(=O)Nc1ccc(S(=O)(=O)Nc2nccs2)cc1 (stereo not given)	0	3	1	-0.1	1.1	0.6	-43	0.1	-1.1	-0.3	-0.7
c1ccc(C[C@H]2CN=C(Nc3ccccc3)N2CC2CCCCC2)cc1	-2	-12	-6	0.2	-0.3	-0.3	1	0.4	-1.9	0.7	-1.0
CCCCOC(=O)CSc1nc2c(c(=O)[nH]c(=O)n2C)n1C/C=C(\C)Cl	-4	-3	0	-0.2	-0.5	-0.1	7	0.4	0.5	-0.2	-0.7
Cc1ccc(C(=O)NCCN2CCC(n3c(=O)[nH]c4ccccc43)CC2)cc1	-2	2	-5	-0.5	.	.	5	1.2	1.0	-0.7	-1.1
O=C(c1cnn2c(C(F)(F)F)cc(-c3ccc4c(c3)OCO4)nc12)N1CCCCC1	-3	49*	44*	0.0	-0.8	1.4	2	0.3	-2.1	-0.3	-1.0
COc1ccc(CNc2cccnc2)c(OC)c1OC	-1	3	1	0.0	2.1	0.9	-8	-0.4	-0.3	-0.1	-1.0
Cc1ccc2nc(NC(=O)CSCC(=O)OCC(=O)c3ccccc3)sc2c1	-16	-12	37	-0.4	-12	-3.4	-11	-2.4	-6.5	-14	-2.9
O=[N+]([O-])c1ccc(NCCCO)c(S(=O)(=O)N2CCOCC2)c1	0	8	4	0.1	3.1	0.3	0	-0.1	1.4	-0.6	-1.1
Cc1ccsc1/C=N/NC(=O)Cc1ccc([N+](=O)[O-])cc1	-3	4	1	0.2	1.1	0.5	-24	-0.4	0.0	-1.5	-1.2
COc1ccc(C(=O)N/C(=C\c2cccc3ccccc23)C(=O)N2CCN(C)CC2)cc1	2	-11	-9	0.5	1.8	0.9	-2	2.4	-1.0	2.6	-1.4
C/C1=C\CCC2C(/C=C(\C)CC1)OC(=O)C2CN1CCCCC1 (stereo not given)	-1	2	3	-0.2	2.6	-2.4	4	-0.4	-1.6	-5.0	-0.9
O=C(CSc1n[nH]c(=O)[nH]c1=O)c1ccc(Cl)cc1Cl	-2	-8	1	0.1	2.6	-0.5	-29	-0.2	-0.7	0.4	-0.6
O=C(CCN1C(=O)c2ccccc2C1=O)NCc1ccc(F)cc1	-4	3	2	-0.6	2.0	-0.8	17	0.7	-1.6	1.0	-1.7
NC(=S)NNC(=O)/C(=C/c1ccc(Br)cc1)NC(=O)c1ccccc1	0	-3	-1	-0.3	0.1	2.5	14	-1.0	0.1	3.9	-0.7

Not a retest: an excerpt of the list.
SMILES	SMARCA2 activ	NPR2 activator	GC-A act	KLK7 zymogen act	GAA850 FXN act	DAX1 inh-1	sPLA2-III inh	DAX1 inh-2	hcDAF12 agonist	hgDAF-12 ag	ssDAF-12 act
O=C(CCN1C(=O)c2ccccc2C1=O)NCc1ccc(F)cc1	-4	3	2	-0.6	2.0	-0.8	17	0.7	-1.6	1.0	-1.7
NC(=S)NNC(=O)/C(=C/c1ccc(Br)cc1)NC(=O)c1ccccc1	0	-3	-1	-0.3	0.1	2.5	14	-1.0	0.1	3.9	-0.7

Source: PubChem (several laboratories)
